# MT stabilizer – microtubule stabilizers in HeLa cells, primary screen, imaging, high-content imaging; HeLa tubulin immunostaining HCS, 24 h; share of cells brighter than vehicle mean+2SD; % tubulin-high responders, % at 10 µM; 0.83% of 200,000 active;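 active = plate Z-score above 3 for both tubulin-high and condensed-nucleus cell shares, with cell loss under 80%, at 10 µM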;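 note: anti alpha tubulin signal scored within the nucleus-defined area of each cell; some results filed as inactive read as strong as hits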
# Autophagy mod – autophagy modulators in MEF cells, primary screen, imaging, high-content, MEF GFP-LC3; AID 463193, 2010; MEF GFP-LC3 puncta imaging; test concentration mostly 10 µM; calls only at 10 µM (by protocol); 0.98% of 190,000 active;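 active = percentage of spot-positive cells more than 3 SD above its plate mean, without a fluorescence outlier flag or 80% toxicity; inconclusive = no clear call, values can overlap the other calls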;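 note: spot-positive cell cutoff set from DMSO-treated cells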
# M1AAP inhibition – P. falciparum M1AAP inhibitors, biochemical, fluorogenic H-Leu-NHMec substrate, 1536-well (AID 1445) | one-dose inhibition, % at 30 µM; IC50 in µM for titrated hits | recombinant M1AAP, H-Leu-NHMec fluorogenic kinetic assay; higher % means a stronger effect | 0.42% of 220,000 active;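 active = primary inhibition above the hit cutoff, then over 50% inhibition at one or more dose response concentrations, cut at about 23% in these data, passing the limit was not always enough; inconclusive = conflicting primary data, or primary hits not chosen for dose response; inactive = low primary inhibition, or under 50% at every dose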;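 note: plate controls were DMSO full reaction for no effect and no enzyme background for full effect; strong numbers were not always called active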
# Dynein transport – inhibitors of GR-EGFP nuclear translocation, primary screen, dynein cargo transport inhibitor project, imaging, high-content, 3617.4 mouse cells | test concentration mostly 20 µM; stimulated with dexamethasone, 1 µM; active compounds read low | z-score, hits read low | 0.47% of 220,000 active | AID 1381, 2008;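 active = plate z-score of nuclear minus cytoplasmic receptor signal below a set negative limit, without overly bright fluorescence or cell loss, cut at about -3.5 in these data, passing the limit was not always enough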;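 note: z-score of nuclear minus cytoplasmic ring GR-EGFP intensity difference per well; some compounds called inactive have numbers as strong as hits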
#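 medium = tetracycline-free induction medium containing charcoal-stripped FBS | also added = 1.0 µM final dexamethasone stimulus | schedule = 48 h induction, 1 h compound, 30 min dex at 37 °C | technique = fixed, Hoechst-stained cells imaged at 10x for EGFP | measure = GR-EGFP nuclear translocation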
# Ins promoter up – insulin promoter activators in MIN6 cells, imaging, high-content screening, mouse beta cells. 0.3% of 190,000 active. z-score at 5 µM. AID 1625, 2009. MIN6 insulin promoter-GFP reporter; active compounds read high;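 active = z-score above 3 at 5 µM with at least 500 cells counted in the well; inconclusive = wells under 500 cells, flagged as cytotoxic or low count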
# Lipid droplet – inhibitors of hepatocyte lipid droplet formation, primary screen, imaging, high-throughput imaging, BODIPY stain. AML12 mouse hepatocytes, oleate lipid droplets. inhibition, % at 6.5 µM. 0.4% of 240,000 active. AID 1656, 2009;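 active = lipid droplet intensity inhibited by at least 50%, with more than 500 cells counted; inconclusive = wells with under 300 cells, treated as cytotoxic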
#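 material = mouse AML12 hepatocyte cell line, fixed after treatment | also added = 100 µM oleic acid challenge | doses = compound at 6.5 µM only | schedule = overnight exposure | technique = Image-based BODIPY and DAPI two-channel analysis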
# Yfh1-off respiration – enhancers of respiration in Yfh1-depleted yeast, dose response, Friedreich's ataxia, plus single-dose screen (AID 1465) | S. cerevisiae Yfh1-off respiration, WST-1 reduction, 72 h; higher fold induction means a stronger effect | fold induction at 50 µM, or EC50 in µM where a hit was titrated | 0.074% of 220,000 active;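 active = fold induction of absorbance versus untreated yeast above a set limit, then at least 30% activation at any dose in follow-up; inconclusive = repeats straddling the limit, or above it without dose testing; inactive = fold induction below the set limit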;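 note: activators that raise dye reduction in frataxin-depleted yeast; strong numbers were not always called active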
# M17LAP inhibition – P. falciparum M17LAP inhibitors, primary screen, biochemical, fluorogenic H-Leu-NHMec substrate, 1536-well (AID 1619) | 0.38% of 220,000 active | inhibition, % at 30 µM, or IC50 in µM where a hit was titrated | recombinant M17LAP, H-Leu-NHMec fluorogenic kinetic assay; higher % means a stronger effect;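 active = compound inhibiting the enzyme by more than half at any dose during confirmatory dose-response retesting; inconclusive = strong single-dose inhibitors picked by rank but not retested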;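 note: plate controls were full reaction with DMSO carrier for no effect and no enzyme background for full effect; strong numbers were not always called active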
# ER stress rescue – rescue of cells from ER stress-induced death, primary screen, 384-well, CSM14.1, thapsigargin, ATP luminescence (AID 1222); 190,000 tested, under 10 active; cellular ATP content (survival), % at 20 µM, or EC50 in µM where a hit was titrated; CSM14.1 thapsigargin-induced death rescue, ATP luminescence; higher % means a stronger effect;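 active = EC50 below 50 µM in the dose-response confirmation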;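 note: death triggered by thapsigargin at about 15 µM added after 2 h compound pretreatment; cell ATP read after overnight thapsigargin exposure of roughly 18 to 22 hours; normalized against plate controls of thapsigargin alone and 5% DMSO vehicle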
# Dynein transport cytoplasmic EGFP – also measured in Dynein transport; calls as there; z-score; measured here: cytoplasmic GR-EGFP intensity; active compounds read high
# Dynein transport nuclear GR-EGFP – further read-out of Dynein transport, marked with its call; z-score; measured here: nuclear GR-EGFP intensity;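 lower value marks the stronger effect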
# Dynein transport cell count – also measured in Dynein transport; calls as there; z-score; measured here: cell count per field
# Ins promoter up cell count – also measured in Ins promoter up; calls as there; cell count; measured here: cytotoxicity, nuclei count;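 total cells summed across four imaged fields per well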
# Lipid droplet cells 6.5 µM – recorded beside Lipid droplet, whose call it bears; cell count; measured here: cell count, cytotoxicity flag;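 cells counted across two imaged fields per well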
# MT stabilizer Hoechst-high % – recorded beside MT stabilizer, whose call it bears; % Hoechst-high responders; measured here: nuclear condensation Hoechst responders;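 share of cells brighter than vehicle mean plus two SD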
# MT stabilizer cytotoxicity % – also measured in MT stabilizer; calls as there; toxicity, %; measured here: cytotoxicity by cell density;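 0% = mean cell density of plate MIN control wells and 100% = no cells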
# Autophagy mod cell loss 18 h – also measured in Autophagy mod; calls as there; toxicity, %; measured here: cell loss, nuclei count;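 cell loss after 18 h compound exposure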
# Starred values were filed as active, the others as inactive; i = inactive; ? = inconclusive; / = no result given.
SMILES,MT stabilizer,MT stabilizer Hoechst-high %,MT stabilizer cytotoxicity %,Autophagy mod,Autophagy mod cell loss 18 h,M1AAP inhibition,Dynein transport,Dynein transport cytoplasmic EGFP,Dynein transport nuclear GR-EGFP,Dynein transport cell count,Ins promoter up,Ins promoter up cell count,Lipid droplet,Lipid droplet cells 6.5 µM,Yfh1-off respiration,M17LAP inhibition,ER stress rescue
Cc1sc2nc(CN3CCCCC3)nc(Nc3ccc4c(c3)OCCO4)c2c1C,2.7,3.8,5.4,i,6,5%,-0.49,-0.32,-0.23,0.65,-0.74,1071,-18,690,i,10%,-1.3%
CC(C)c1nnc(SCC(=O)N2CCN(C(=O)c3ccco3)CC2)n1N,0.7,2.0,8.3,i,3,7%,-0.071,-0.17,-0.6,0.046,0.96,1352,2,638,i,-7%,-2.2%
COC(=O)c1ccc(NC(=O)CCn2cccc2)cc1,5.6,1.9,3.7,i,9,6%,3.8,0.039,3.4,-3.4,-0.22,1505,/,/,i,-2%,2.5%
COC(=O)c1c(C)nc2ccccc2c1-c1ccccc1,1.3,1.6,3.8,i,-3,4%,-1.1,-0.045,-0.4,0.49,-0.09,937,-2,772,i,-2%,12%
CCOC(=O)N1CCC(NC(=O)C2CCCN2C(=O)OCc2ccccc2)CC1 (centres undefined),4.5,1.6,7.1,i,1,7%,-0.84,-0.26,-0.81,1.7,0.51,1273,/,/,i,-7%,1.1%
CCC(C)NC(=O)COC(=O)c1oc2ccccc2c1CSc1ccc(Cl)cc1 (centres undefined),3.4,3.4,7.2,i,-1,11%,-0.61,-0.33,-0.52,0.61,-0.25,1401,2,712,i,-4%,-0.2%
Cc1cccc(-n2nnnc2SCC(=O)N(CC(C)C)c2c(N)n(CC(C)C)c(=O)[nH]c2=O)c1,8.8,3.6,1.2,i,-3,7%,0.32,0.11,0.63,-0.87,-0.66,1257,15,713,i,-6%,-0.9%
O=C(Nc1ccccc1-c1ccccc1)C12CC3CC(CC(C3)C1)C2,2.0,0.9,3.1,i,-2,-2%,0.88,-0.12,0.49,-1,-0.01,1706,/,/,i,0%,10%
CC(C)(C)OC(=O)N/N=C\C=C\c1ccc2c(c1)OCO2,3.5,2.3,6.8,i,7,4%,0.19,-0.22,0.13,0.017,/,/,-1,613,i,-13%,0.0%
CCNC(=O)CC1C(=O)N(c2cccc(OC)c2)C(=O)N1CCOC (centres undefined),5.6,2.1,4.6,i,-10,0%,-0.67,-0.21,-0.59,-0.07,?,/,-9,661,i,-6%,-3.8%
CN1/C(=C\C=N\NC(=O)c2ccccc2Br)C(C)(C)c2ccccc21,3.7,0.9,0.8,i,11,1%,0.86,-0.24,0.38,-0.98,/,/,-17,624,i,10%,-3.8%
CCCOc1ccc(C(=O)CCN2CCCCC2)cc1,5.9,3.5,7.4,i,8,1%,-0.58,0.12,0.0082,-0.024,/,/,/,/,i,3%,-2.2%
Cc1ccccc1NC(=O)c1sc2nc3c(c(-c4ccco4)c2c1N)CCCC3,2.5,1.2,13,i,2,0%,-0.43,-0.04,-0.36,-0.4,0.6,934,5,679,i,4%,7.3%
c1ccc(-c2cc3c(N4CCOCC4)ncnc3s2)cc1,5.9,3.7,4.5,i,0,7%,-0.1,-0.1,0.2,-0.001,-0.87,1271,/,/,i,5%,2.2%
O=C(Nc1ccc(Cl)cc1)Nc1nc(-c2ccccc2)cs1,3.3,2.0,10,i,-39,2%,0.0056,-0.31,0.13,0.42,/,/,7,753,i,-5%,1.8%
O=S(=O)(c1cccc2nsnc12)N1CCc2ccccc21,4.2,1.4,11,i,13,-3%,2.5,-0.31,1.6,-2,/,/,4,688,i,6%,2.6%
CC(C)CC1NC(=O)N(Cc2nc3ccccc3s2)C1=O (centres undefined),/,/,/,/,/,9%,0.17,-0.22,0.74,-0.82,0,1023,-3,688,i,-6%,/
COc1ccc(C2=CSC3=NNC4(CCCCC4)NN23)cc1,6.6,2.6,5.5,i,9,3%,0.97,-0.25,0.22,-0.19,-0.11,1071,31,689,i,12%,-0.9%
O=C(COC(=O)c1ccc(OC(F)F)cc1)NCCCN1CCCC1=O,/,/,/,/,/,0%,-0.17,-0.28,-0.3,0.43,0.37,1371,2,730,i,3%,/
O=C(CN1C(=O)CCC1=O)Nc1ccc(Cc2ccc(NC(=O)CN3C(=O)CCC3=O)cc2)cc1,2.4,2.1,4.4,i,9,0%,-0.56,-0.28,-0.33,0.33,0.66,1171,0,700,i,2%,/

# Six entries from above, with bars between the fields.
Molecule | MT stabilizer | MT stabilizer Hoechst-high % | MT stabilizer cytotoxicity % | Autophagy mod | Autophagy mod cell loss 18 h | M1AAP inhibition | Dynein transport | Dynein transport cytoplasmic EGFP | Dynein transport nuclear GR-EGFP | Dynein transport cell count | Ins promoter up | Ins promoter up cell count | Lipid droplet | Lipid droplet cells 6.5 µM | Yfh1-off respiration | M17LAP inhibition | ER stress rescue
CC(C)c1nnc(SCC(=O)N2CCN(C(=O)c3ccco3)CC2)n1N | 0.7 | 2.0 | 8.3 | i | 3 | 7% | -0.071 | -0.17 | -0.6 | 0.046 | 0.96 | 1352 | 2 | 638 | i | -7% | -2.2%
O=C(Nc1ccc(Cl)cc1)Nc1nc(-c2ccccc2)cs1 | 3.3 | 2.0 | 10 | i | -39 | 2% | 0.0056 | -0.31 | 0.13 | 0.42 | / | / | 7 | 753 | i | -5% | 1.8%
O=S(=O)(c1cccc2nsnc12)N1CCc2ccccc21 | 4.2 | 1.4 | 11 | i | 13 | -3% | 2.5 | -0.31 | 1.6 | -2 | / | / | 4 | 688 | i | 6% | 2.6%
Cc1ccccc1NC(=O)c1sc2nc3c(c(-c4ccco4)c2c1N)CCCC3 | 2.5 | 1.2 | 13 | i | 2 | 0% | -0.43 | -0.04 | -0.36 | -0.4 | 0.6 | 934 | 5 | 679 | i | 4% | 7.3%
CC(C)(C)OC(=O)N/N=C\C=C\c1ccc2c(c1)OCO2 | 3.5 | 2.3 | 6.8 | i | 7 | 4% | 0.19 | -0.22 | 0.13 | 0.017 | / | / | -1 | 613 | i | -13% | 0.0%
COC(=O)c1ccc(NC(=O)CCn2cccc2)cc1 | 5.6 | 1.9 | 3.7 | i | 9 | 6% | 3.8 | 0.039 | 3.4 | -3.4 | -0.22 | 1505 | / | / | i | -2% | 2.5%

# More results.
SMILES,MT stabilizer,MT stabilizer Hoechst-high %,MT stabilizer cytotoxicity %,Autophagy mod,Autophagy mod cell loss 18 h,M1AAP inhibition,Dynein transport,Dynein transport cytoplasmic EGFP,Dynein transport nuclear GR-EGFP,Dynein transport cell count,Ins promoter up,Ins promoter up cell count,Lipid droplet,Lipid droplet cells 6.5 µM,Yfh1-off respiration,M17LAP inhibition,ER stress rescue
Cc1cccc(-c2c3c(=O)n(C)c(=O)n(C)c3c3cccnn23)c1,1.2,1.3,8.2,i,4,3%,0.085,-0.19,-0.1,0.24,/,/,/,/,i,7%,-0.8%
CCOc1ccc(-c2csc(NC(=O)c3cccc(N4C(=O)CCC4=O)c3)n2)cc1,/,/,/,/,/,-6%,1.2,-0.025,1.8,-2.6,/,/,-18,722,i,-14%,/
CCc1ccc(/C=C2\SC(=S)N(CCCC(=O)Nc3nccs3)C2=O)cc1,4.5,3.5,8.3,i,5,5%,-0.94,-0.26,-0.61,0.68,0.01,1209,14,679,i,-7%,-1.6%
Cc1nc(SCC(=O)Nc2ccc(Cl)cc2[N+](=O)[O-])nc(C)c1C,1.5,3.2,5.3,i,11,6%,-0.63,-0.34,-0.6,0.98,0.53,1264,-1,682,i,42%,-7.3%
O=C(Nc1ccccc1)OC1CCS(=O)(=O)C1 (centres undefined),5.1,1.5,0.6,i,5,1%,1.4,-0.26,0.49,-0.86,-0.23,1122,25,646,i,6%,1.3%
COc1ccc(CCNC(=O)CN(C)S(=O)(=O)c2ccc(Br)s2)cc1OC,3.7,1.1,7.3,i,14,3%,1.8,-0.19,1.5,-0.83,0.11,1188,-27,722,i,-7%,-1.1%
O=C(O)c1ccc(CNc2ccccc2C(=O)O)cc1,1.2,2.2,9.3,i,-3,8%,1.6,-0.25,1.2,0.37,0.52,1331,-23,689,i,-14%,-0.1%
O=C(CNS(=O)(=O)c1ccccc1)NCC(=O)OCc1ccc(Cl)cc1,/,/,/,/,/,-4%,-0.48,-0.25,0.19,-0.21,0.06,1138,-2,760,i,-14%,/

# 2 entries from above, with two lines to a compound.
# Below each SMILES: MT stabilizer	MT stabilizer Hoechst-high %	MT stabilizer cytotoxicity %	Autophagy mod	Autophagy mod cell loss 18 h	M1AAP inhibition	Dynein transport	Dynein transport cytoplasmic EGFP	Dynein transport nuclear GR-EGFP	Dynein transport cell count	Ins promoter up	Ins promoter up cell count	Lipid droplet	Lipid droplet cells 6.5 µM	Yfh1-off respiration	M17LAP inhibition	ER stress rescue
COc1ccc(CCNC(=O)CN(C)S(=O)(=O)c2ccc(Br)s2)cc1OC
  3.7	1.1	7.3	i	14	3%	1.8	-0.19	1.5	-0.83	0.11	1188	-27	722	i	-7%	-1.1%
O=C(O)c1ccc(CNc2ccccc2C(=O)O)cc1
  1.2	2.2	9.3	i	-3	8%	1.6	-0.25	1.2	0.37	0.52	1331	-23	689	i	-14%	-0.1%
